Rpn11 block: inhibitors of human proteasome Rpn11 | human 26S proteasome, Ub4-pepOG fluorescence polarization; 20S core pre-blocked with epoxomicin | calls only at 20 µM | hit rate 0.59% among 360,000;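 active = inhibition at 20 µM, scaled to each plate's controls, above about 33%, limit read from the data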
Target sequence (O00487 whole entry, looked up): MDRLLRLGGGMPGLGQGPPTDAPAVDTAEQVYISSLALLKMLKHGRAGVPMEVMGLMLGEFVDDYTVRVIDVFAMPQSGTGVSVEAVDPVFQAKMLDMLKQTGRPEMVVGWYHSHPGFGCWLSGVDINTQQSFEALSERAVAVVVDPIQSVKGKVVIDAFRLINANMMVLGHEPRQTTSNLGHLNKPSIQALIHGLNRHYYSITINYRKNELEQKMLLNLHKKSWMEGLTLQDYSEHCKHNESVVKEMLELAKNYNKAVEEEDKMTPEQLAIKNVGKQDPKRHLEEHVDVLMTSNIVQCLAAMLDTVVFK
CSN deneddyl inh: blocks human CSN-mediated cullin deneddylation; Q92905; Purified CSN, SCF-Nedd8-OG deneddylation, fluorescence polarization; inhibition, % at 12.5 µM; hit rate 0.38% among 360,000; AID 651999;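 active = pattern-corrected inhibition above about 35%, with an unprinted fluorescence ratio check between 0.5 and 1.5, limit read from the data, passing the limit was not always enough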;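 note: 0% = enzyme with substrate and 100% = substrate without enzyme; some results filed as inactive read as strong as hits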
Target sequence (Q92905 whole entry, looked up, one chain of several): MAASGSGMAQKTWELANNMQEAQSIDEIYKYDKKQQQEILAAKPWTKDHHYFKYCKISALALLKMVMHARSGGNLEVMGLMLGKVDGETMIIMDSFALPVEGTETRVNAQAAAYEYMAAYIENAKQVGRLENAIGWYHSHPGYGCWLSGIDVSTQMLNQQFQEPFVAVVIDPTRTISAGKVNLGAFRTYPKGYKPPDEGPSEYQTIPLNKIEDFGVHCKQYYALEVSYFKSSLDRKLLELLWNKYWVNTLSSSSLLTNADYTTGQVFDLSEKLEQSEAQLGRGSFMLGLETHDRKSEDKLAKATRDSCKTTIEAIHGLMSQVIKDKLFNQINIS
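Test system: purified human Csn5 enzyme expressed in HEK293T cells. Amount: 0.24 nM enzyme. Reagent: SCFSkp2-Nedd8OG substrate at 10 nM final. Schedule: 90 min incubation of compound, enzyme and substrate at room temperature. Detection: fluorescence polarization. Read-out: % inhibition of substrate cleavage by Csn5.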
MT1-MMP act inh: blocks activation of human MT1-MMP; P50281; HT1080 RFP-PRO-GFP cells, GFP/RFP ratio fluorescence, overnight; percent of plate control window, DMSO zero; GFP/RFP ratio change, % at 20 µM; hit rate 0.061% among 360,000; AID 651647;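 active = GFP/RFP ratio change of at least 30% with cell ATP level not reduced by more than half and red fluorescence within 50% of control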; note: strong numbers were not always called active
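Assay system: HT1080 RFP-PRO-GFP cells | Dosing: 20 µM single dose, 1% DMSO | Incubation: Cells overnight before dosing, compound overnight, 37 °C, 5% CO2 | Evaluation: GFP/RFP fluorescence ratio | Control set: DMSO-only wells and HT1080 RFP-L50D-GFP cell wells as references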
Rin1 Abl inh: blocks binding of human Rin1 to Abl | TR-FRET Rin1/Abl binding, biochemical | inhibition, % at 7.35 µM | hit rate 0.4% among 360,000; in the data active = inhibition above about 5%, passing the limit was not always enough
NadD inh: blocks S. aureus nicotinate mononucleotide adenylyltransferase; purified NadD enzyme, colorimetric absorbance read-out; inhibition, % at 20 µM; hit rate 0.78% among 360,000; AID 602399; in the data active = inhibition above about 26%; note: some compounds past the cut are filed as inactive
Neddylation inh: blocks human cullin neddylation. calls only at 25 µM. TR-FRET cullin neddylation, biochemical. hit rate 0.58% among 360,000. P61081+Q13564; in the data active = inhibition above about 36%
FAS-TE inh: inhibitors of human fatty acid synthase thioesterase domain; P49327; recombinant FAS-TE, OMFH fluorogenic substrate, fluorescence endpoint; inhibition, % at 15 µM; hit rate 0.67% among 360,000; AID 602261;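 active = compounds whose normalised, plate-corrected inhibition of enzyme fluorescence in the single-dose primary screen is 50% or more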;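 note: 0% = DMSO with enzyme and 100% = substrate without enzyme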
PABP1 MLLE inh: inhibitors of microRNA-mediated deadenylation, human PABP1 MLLE binding; P11940; GST-MLLE / FITC-PAM2 fluorescence polarization; inhibition, % at 20 µM; hit rate 0.36% among 360,000; AID 588489; in the data active = inhibition above about 35%, passing the limit was not always enough;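 note: plate controls were DMSO wells with GST-MLLE for no effect and wells lacking GST-MLLE protein for full effect; some results filed as inactive read as strong as hits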
SKN-1 inh: blocks SKN-1 activity in C. elegans. hit rate 0.49% among 360,000. AID 624304. inhibition, % at 21.8 µM. C. elegans VP596 Pgst-4::GFP/RFP ratio, acrylamide-induced, 24 h;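 active = interference check ratio from 0.5 to 1.5 plus GFP to RFP signal ratio inhibition reaching or exceeding a fixed threshold, cut at about 30% in these data, passing the limit was not always enough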; note: some compounds called inactive have numbers as strong as hits
* marks the source's active call; other numbers are inactive results; i = inactive; nt = no result given.

Assay codes – A = Rpn11 block; B = CSN deneddyl inh; C = MT1-MMP act inh; D = Rin1 Abl inh; E = NadD inh; F = Neddylation inh; G = FAS-TE inh; H = PABP1 MLLE inh; I = SKN-1 inh
COc1ccc(C)cc1S(=O)(=O)NC(C)C(=O)Nc1ccc2c(c1)OCO2 (stereo not given)
  A = i	B = 5	C = 3	D = 2	E = 4	F = i	G = -1	H = -3	I = -3
Cn1nc(C(F)(F)F)c(-c2ccccc2)c1NC(=O)c1ccco1
  A = i	B = -3	C = 3	D = -2	E = -2	F = i	G = -6	H = -5	I = -2
Cn1c(=O)oc2cc(S(=O)(=O)NCc3ccc(F)cc3)ccc21
  A = i	B = 9	C = -17	D = 1	E = -5	F = i	G = -13	H = -5	I = -14
CC(=O)c1cccc(NC(=O)c2noc3c2CCc2ccccc2-3)c1
  A = i	B = -9	C = 5	D = 1	E = -10	F = i	G = 2	H = -3	I = -5
COc1ccc(NC(=O)CCn2c(=O)c3cccn3c3ccccc32)cc1
  A = i	B = 0	C = -1	D = 0	E = -8	F = i	G = 4	H = -14	I = 3
CCOCCCNC(=O)N[C@@H](C)C(=O)OC
  A = i	B = -4	C = -7	D = 2	E = -7	F = i	G = -4	H = -1	I = 3
CC(C)c1nnc(NC(=O)Cn2nc(-c3ccc4c(c3)OCCO4)ccc2=O)s1
  A = i	B = 0	C = 20	D = 3	E = -5	F = i	G = -2	H = -7	I = -7
CCOCC(=O)Nc1nnc(COC)s1
  A = i	B = 0	C = 1	D = 7	E = 8	F = i	G = -5	H = 10	I = 11
OC(CC#CCN1CCCCC1)(c1ccccc1)c1ccccc1
  A = i	B = -5	C = -3	D = 4	E = 3	F = i	G = -2	H = -7	I = -1
CC1CCC2(CC1)NC(=O)N(CC(=O)N1CCN(C(=O)c3cccs3)CC1)C2=O (stereo not given)
  A = i	B = 0	C = 0	D = 0	E = -1	F = i	G = -8	H = -12	I = -24
CN(C(=O)c1c[nH]c(=O)cc1C(F)(F)F)c1ccc(Cl)cc1
  A = i	B = 2	C = 11	D = -1	E = -3	F = i	G = 0	H = 2	I = 4
Cc1ccc(C2=CSC3=NCCN23)c(C)c1
  A = i	B = -6	C = 1	D = 4	E = 15	F = i	G = -234	H = 13	I = 6
Cc1ccccc1OCC(=O)NS(=O)(=O)c1ccc(Cl)cc1
  A = i	B = -3	C = -3	D = 2	E = -8	F = i	G = -5	H = -9	I = -9
COc1ccc(N2CCN(C(=O)CSc3nnc(C)c(=O)[nH]3)CC2)cc1
  A = i	B = -3	C = -2	D = 2	E = 3	F = i	G = -13	H = 23	I = -4
O=C(c1nc2ccccn2c1CN1CCCC(c2nc3ccccc3o2)C1)N1CCCC1 (stereo not given)
  A = i	B = 3	C = 1	D = 3	E = -10	F = i	G = -4	H = 17	I = 9
CCN1CCN(C(=S)Nc2cc(S(=O)(=O)N(CC)CC)ccc2C)CC1
  A = i	B = 0	C = 0	D = 3	E = 1	F = i	G = -9	H = -10	I = 6
COC(=O)C1=C(C(=O)OC)[C@@H]2N(Cc3ccccc3)c3ccccc3[C@@]23C[C@@H](C(=O)OC)N(C(=O)COCc2ccccc2)C3=N1
  A = i	B = 1	C = -3	D = 2	E = 8	F = i	G = 25	H = 5	I = 24
COC(=O)Nc1ccccc1C(=O)N1CCC(O)(c2ccc(Cl)cc2)CC1
  A = i	B = -2	C = -2	D = -1	E = -2	F = i	G = -10	H = -3	I = 8
CCCN(CC(=O)Nc1ccccc1C)C(=O)c1ccc(OCc2c(C)noc2C)cc1
  A = i	B = -5	C = 3	D = 1	E = 1	F = i	G = -6	H = -11	I = 1
COc1ccc(CNC2CCCCC2)cc1
  A = i	B = -2	C = 1	D = 2	E = -7	F = i	G = -8	H = 0	I = -1
COC(=O)Cn1nc(C)c2ccccc2c1=O
  A = i	B = 4	C = 3	D = 1	E = -2	F = i	G = -2	H = -8	I = -4
CCCCn1c(=O)c(CCC(=O)OCC(=O)NC(=O)NCCOC)nc2ccccc21
  A = i	B = 1	C = -1	D = 2	E = 5	F = i	G = -4	H = -2	I = -3
COc1cc(OC)c(C(=O)OCC(=O)NCCC2=CCCCC2)cc1OC
  A = i	B = -3	C = 1	D = -2	E = -3	F = i	G = 0	H = -29	I = 10
CCn1c(CCNC(=O)c2ccc(OC)c(OC)c2)nc2ccccc21
  A = i	B = -4	C = 4	D = 1	E = 6	F = i	G = -6	H = 3	I = 3
Cc1nnc(NS(=O)(=O)c2ccc(Br)cc2)s1
  A = i	B = 2	C = -4	D = -1	E = 7	F = i	G = -5	H = -3	I = 14
CCSc1cc(C)nc2c(-c3ccccc3)cnn12
  A = i	B = -3	C = 1	D = 1	E = -11	F = i	G = 9	H = -5	I = 4
Cc1ccc(Nc2nc(N)c([N+](=O)[O-])c(N3CCOCC3)n2)cc1
  A = i	B = -7	C = 2	D = -2	E = -5	F = i	G = -9	H = -1	I = 11
O=C(Nc1ccc(F)c(F)c1)C1CCCN(S(=O)(=O)c2cnc[nH]2)C1 (stereo not given)
  A = i	B = 2	C = -1	D = -3	E = -5	F = i	G = -12	H = 5	I = 6
CC(=O)C(C(C)=O)C(c1ccccc1)c1nc2ccccc2[nH]c1=O (stereo not given)
  A = i	B = 2	C = -2	D = -1	E = -2	F = i	G = -4	H = 4	I = 3
CC1CN(c2ccc([N+](=O)[O-])c(NCCOc3ccccc3)c2)CCN1 (stereo not given)
  A = i	B = 0	C = -6	D = -7	E = -12	F = i	G = 7	H = 8	I = 2
COCCN(C(=O)COC(=O)c1ccc(Br)o1)c1c(N)n(Cc2ccccc2)c(=O)[nH]c1=O
  A = i	B = 2	C = -1	D = 5	E = -3	F = i	G = -7	H = -71	I = 9
O=C(N/N=C/c1ccc([N+](=O)[O-])cc1)c1ccccc1OCc1ccccc1
  A = i	B = 7	C = -1	D = 1	E = 0	F = i	G = 44	H = 4	I = 2
COc1ccc(NC(=O)c2oc3ccccc3c2NC(=O)C2CCCO2)cc1OC (stereo not given)
  A = i	B = 1	C = nt	D = 1	E = 0	F = i	G = 8	H = 6	I = -23
CSCc1ccc(C(=O)NC(C)c2ccc(-n3ccnc3)cc2)cc1 (stereo not given)
  A = i	B = -3	C = 4	D = 1	E = -2	F = i	G = 0	H = -4	I = -1
Nc1c(-c2ccccc2)cnn1-c1cccc([N+](=O)[O-])c1
  A = i	B = -6	C = 5	D = -1	E = -6	F = i	G = 31	H = -1	I = 12
O=c1sc(N2CCN(c3ccc(F)cc3)CC2)nc2ccsc12
  A = i	B = 6	C = -1	D = -2	E = -1	F = i	G = 16	H = 2	I = 6
CCCS(=O)(=O)N1CCC(C(=O)NCCCOC(C)C)CC1
  A = i	B = 6	C = 0	D = 1	E = -3	F = i	G = -6	H = -4	I = -4
O=C(Nc1ccccn1)c1ccco1
  A = i	B = -3	C = 0	D = -4	E = -4	F = i	G = -9	H = 5	I = 7
CCCCCn1cnc2c(sc3nc4c(cc32)CSC(C)(C)C4)c1=O
  A = i	B = 0	C = 27	D = 2	E = -4	F = i	G = 21	H = -5	I = 9
CCOc1cc(S(=O)(=O)Nc2ccc(Cl)cn2)ccc1Cl
  A = i	B = -2	C = 2	D = 1	E = 3	F = i	G = -2	H = -16	I = 6
CC1CN(Cc2nc3c(c(=O)[nH]c(=O)n3C)n2CC(N)=O)CC(C)O1 (stereo not given)
  A = i	B = 0	C = 0	D = 1	E = 0	F = i	G = -5	H = 1	I = -1
CN(CCOc1ccc(Cl)cc1)C(=O)Cc1ccc(S(=O)(=O)N2CCOCC2)s1
  A = i	B = -4	C = 1	D = 0	E = -7	F = i	G = 8	H = -9	I = 9
COc1ccc(Cc2c(-c3ccccc3)nc3ccc(Cl)cn23)c(C)c1
  A = i	B = 12	C = -7	D = -5	E = 8	F = i	G = -4	H = 7	I = 20
O=C(NCC1OCCc2ccccc21)c1ccc(NC(=O)c2ccccc2Cl)cc1 (stereo not given)
  A = i	B = -1	C = 3	D = 0	E = -2	F = i	G = -4	H = 16	I = 1
S=C(c1cccs1)N1CCCC1
  A = i	B = 0	C = 0	D = 2	E = -6	F = i	G = -8	H = 12	I = 1

Profiles from above.
Results for CSCc1ccc(C(=O)NC(C)c2ccc(-n3ccnc3)cc2)cc1 (stereo not given) : Rpn11 block = i; CSN deneddyl inh = -3; MT1-MMP act inh = 4; Rin1 Abl inh = 1; NadD inh = -2; Neddylation inh = i; FAS-TE inh = 0; PABP1 MLLE inh = -4; SKN-1 inh = -1
Results for COc1ccc(CNC2CCCCC2)cc1 : Rpn11 block = i; CSN deneddyl inh = -2; MT1-MMP act inh = 1; Rin1 Abl inh = 2; NadD inh = -7; Neddylation inh = i; FAS-TE inh = -8; PABP1 MLLE inh = 0; SKN-1 inh = -1

Remaining list, next part.
Assay codes – A = Rpn11 block; B = CSN deneddyl inh; C = MT1-MMP act inh; D = Rin1 Abl inh; E = NadD inh; F = Neddylation inh; G = FAS-TE inh; H = PABP1 MLLE inh; I = SKN-1 inh
Cc1ccc(NC(=O)CN2CCC(NC(=O)Cc3ccccc3)CC2)cc1C
  A = i	B = 1	C = 1	D = -2	E = -4	F = i	G = -6	H = 9	I = 3
COc1ccc(N2CCN(C(=O)CCc3nnc4ccc(N5CCC(C)CC5)nn34)CC2)cc1
  A = i	B = 3	C = -1	D = 1	E = -3	F = i	G = 1	H = -5	I = 1
COc1ccccc1-n1ccnc(SCC(=O)NCc2ccccc2Cl)c1=O
  A = i	B = 3	C = -3	D = 1	E = -6	F = i	G = -4	H = 39	I = 7
CCCCCN(C(=O)COC(=O)COc1c(C)cc(C)cc1C)c1c(N)n(CCCC)c(=O)[nH]c1=O
  A = i	B = 1	C = -9	D = -2	E = -8	F = i	G = -16	H = 6	I = 2
CC(C)(C)c1cc(NC(=O)c2cccc(S(=O)(=O)N3CCOCC3)c2)no1
  A = i	B = 2	C = 3	D = -5	E = 1	F = i	G = 4	H = 9	I = -5
CC[C@H]1C(Nc2ccccc2)C[C@@H]2CCN3C(=O)CC[C@H]1[C@H]23 (stereo not given in full)
  A = i	B = -2	C = -3	D = -3	E = 2	F = i	G = -9	H = 3	I = 4
O=C(COc1ccccc1Cl)NCCNC(=O)c1cnccn1
  A = i	B = 3	C = 2	D = 0	E = 2	F = i	G = -7	H = -3	I = -8
C#Cc1ccccc1OCCCN1CCC(C(O)(c2ccccc2)c2ccccc2)CC1
  A = nt	B = -3	C = 3	D = nt	E = -3	F = i	G = 2	H = nt	I = 10
O=C(Nc1ccccc1)c1ccccc1NC(=O)c1ccccc1[N+](=O)[O-]
  A = i	B = -5	C = 3	D = -2	E = -9	F = i	G = 14	H = 3	I = -4
C=CCn1c(-c2ccc(Cl)cc2)ccc(C#N)c1=O
  A = i	B = -3	C = -5	D = 3	E = 10	F = i	G = 26	H = 0	I = -22
O=C(NCCS(=O)(=O)N1CCN(c2ccccc2)CC1)c1cc(=O)c2ccccc2o1
  A = i	B = 4	C = 0	D = -1	E = -2	F = i	G = 17	H = -3	I = -3
O=C(NC1CCCCC1)c1cc([N+](=O)[O-])ccc1N1CCCCC1
  A = i	B = 5	C = -5	D = -5	E = -11	F = i	G = 26	H = -9	I = 6
O=C(CNC(=O)c1ccc(-c2ccccc2)cc1)OCc1ccc(Br)cc1
  A = i	B = 2	C = -2	D = -2	E = 1	F = i	G = 4	H = -2	I = 3
COc1ccc(CCCC(=O)N/N=C/c2ccccc2OC)cc1
  A = i	B = 3	C = -3	D = 1	E = 2	F = i	G = 2	H = 5	I = 3
Cc1nc2ccccc2c2c(N)cccc12
  A = i	B = 1	C = 2	D = 0	E = 0	F = i	G = -8	H = 5	I = 5

Assay outcomes (PubChem BioAssay)
